Eya2 inh: qHTS Assay for Inhibitors of the Phosphatase Activity of Eya2; 330,000 tested, 0.006% active; recombinant Eya2, OMFP fluorescence dephosphorylation (OMFP is methylfluorescein phosphate); Potency, µM (doses to about 76.9 µM), inactives show at the top dose activity, negative = inhibition, hits mostly inhibitors; AID 488837, 2010; Protein phosphatase EYA2 (Homo sapiens), O00167; further: potency means the concentration at half of the fitted maximal effect; on the % scale 0 is the no-effect control and ±100 the full control effect
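Eya2 protein (added as 0.2 uM solution) was preincubated with compound for 10 min at ambient temperature in 50 mM HEPES pH 7.5, 50 mM NaCl, 5 uM MgCl2, 0.05% BSA, 1 mM DTT. OMFP (added at 50 uM) then reacted 10 min; fluorescence read at 485/525 nm.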
S-ASM inh: Inhibitors of Secretory Acid Sphingomyelinase (S-ASM): qHTS; Sphingomyelin phosphodiesterase (Homo sapiens), P17405; placental ASM, HMU-PC fluorogenic substrate, 60 min; Potency, µM (top dose mostly 57.5 µM), inactives show at the top dose activity change, negative = inhibition, hits mostly inhibitors; 340,000 tested, 0.006% active; further: potency means the concentration at half of the fitted maximal effect
Target sequence (P17405 47-631 limits assumed): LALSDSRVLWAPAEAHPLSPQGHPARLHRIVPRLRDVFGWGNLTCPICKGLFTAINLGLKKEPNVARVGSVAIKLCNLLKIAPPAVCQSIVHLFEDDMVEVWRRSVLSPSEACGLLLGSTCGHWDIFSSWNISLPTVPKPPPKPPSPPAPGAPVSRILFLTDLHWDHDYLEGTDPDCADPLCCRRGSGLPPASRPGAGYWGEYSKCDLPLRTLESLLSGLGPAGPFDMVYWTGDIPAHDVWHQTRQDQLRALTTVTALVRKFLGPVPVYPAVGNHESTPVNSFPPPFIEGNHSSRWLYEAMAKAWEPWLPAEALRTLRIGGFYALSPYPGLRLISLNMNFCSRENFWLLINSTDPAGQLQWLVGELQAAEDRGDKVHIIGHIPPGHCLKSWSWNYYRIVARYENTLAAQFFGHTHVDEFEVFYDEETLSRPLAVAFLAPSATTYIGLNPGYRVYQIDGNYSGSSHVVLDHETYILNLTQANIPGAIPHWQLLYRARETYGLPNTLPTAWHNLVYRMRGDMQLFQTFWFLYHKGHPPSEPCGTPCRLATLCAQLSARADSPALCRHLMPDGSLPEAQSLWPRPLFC
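Fluorogenic HMU-PC substrate (9 uM final) is turned over by placental ASM in 60 min at 37 C after a 10 min compound preincubation. Reaction ended by alkaline stop (pH 10), with fluorescence read at 386/447 nm.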
B2AR arrestin: qHTS assay of beta-arrestin-biased ligands of beta2-adrenergic receptor; AID 492947, 2010; beta-arrestin recruitment to beta2AR, cell-based reporter; Potency, µM (highest dose often 46.1 µM), inactives show top-dose activation, actives largely listed as activators; 330,000 tested, 0.02% active; Beta-2 adrenergic receptor (Homo sapiens), P07550;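 further: potency means the concentration at half of the fitted maximal effect; 0% = DMSO controls and full agonism = EC100 isoproterenol or metaproterenol; nearly all actives have a fitted effect of over 65% in size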
p53 reactivation: qHTS assay for re-activators of p53 using a Luc reporter; H1299 p53-A138V BP100-luciferase reporter, luminescence, 24 h; Potency, µM (doses to about 92.2 µM), for inactives: at the top dose activity change, positive = activation, hits mostly activators; 320,000 tested, 0.063% active; AID 504706, 2011; further: potency means the concentration at half of the fitted maximal effect; % of control where 0% means no effect; nearly all actives have a fitted effect of over 45% in size
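p53-null H1299 cells stably carrying temperature-sensitive p53-A138V and a BP100-luciferase reporter were pinned with compounds (4-point, 1:5 series) and held 24 hrs at 37 deg C. Luminescence was read 10 min after detection reagent.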
a7 integrin act: qHTS for Activators of Integrin-Mediated Alleviation for Muscular Dystrophy | Potency, µM (series often up to 38.3 µM), for the others: at the highest dose activation, hits mostly activators | alpha7betagal myoblasts, beta-gal FDG fluorescence, 48 h | 350,000 tested, 0.064% active;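 further: potency means the concentration at half of the fitted maximal effect; 100% = response of the positive control SU9516; nearly all actives have a fitted effect of over 60% in size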
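alpha7betagal+/- myoblasts (passage 13, 250/well) treated 48 h at 37C with compounds at 1:260 dilution of DMSO stock. Lysed, then beta-galactosidase activity read as FDG fluorescence (ex 480/em 540) after 30 min, with pre-read for autofluorescence.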
USP2a inh: qHTS Assay for Inhibitors of Ubiquitin-specific Protease USP2a Using CHOP2 as the Reporter. AID 463254, 2010. USP2 core, Ub-CHOP2 coupled fluorogenic reporter, 485/531. 330,000 tested, 0.01% active. Ubiquitin carboxyl-terminal hydrolase 2 (Homo sapiens), O75604. Potency, µM (top dose mostly 38.3 µM), inactives show at the highest dose activity change, negative = inhibition, actives largely listed as inhibitors;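 further: potency means the concentration at half of the fitted maximal effect; plate controls were DMSO wells for no effect and full inhibition by NEM control for full effect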
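Deubiquitinase activity read as fluorescence (485/531 nm) after Ub-CHOP2 cleavage activates the enterokinase reporter on its substrate; USP2 core 10nM, Ub-CHOP2 and substrate 25nM each, 30min compound preincubation then 60min RT; data normalized to NEM, curves fitted.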
ELG1 genotox: qHTS screen for small molecules that induce genotoxicity in human embryonic kidney (HEK293T) cells expressing luciferase-tagged ELG1 | HEK293T ELG1-luciferase reporter, luminescence, 16 h | AID 504466, 2011 | Potency, µM (top dose mostly 46 µM), without a hit: top-dose activity change, positive = activation, usual class: activators | 330,000 tested, 1.3% active; further: potency means the concentration at half of the fitted maximal effect; % of control where 0% means no effect; nearly all actives have a fitted effect of over 60% in size
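Screening used a luciferase reporter fused to human ELG1 in HEK293T cells. Luminescence was read on a CCD plate imager after 16 hr exposure and 30 min ONE-Glo incubation.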
PTAP TSG101 blk: qHTS Assay for Iinhibitors of HIV-1 Budding by Blocking the Interaction of PTAP/TSG101; Tumor susceptibility gene 101 protein (Homo sapiens), Q99816; Fluorescence polarization, FITC-PTAP peptide / Tsg101 binding; 340,000 tested, under 10 active; Potency, µM (doses to about 115 µM), inactives show at the highest dose activity change, negative = inhibition, actives largely listed as inhibitors; active means well fitted inhibition curve with a large enough effect in the main read-out, with a control signal flat, not every such curve was filed as active; inconclusive means small, poorly fitted or top-dose-only effect, or effect the other way, or a change in a side signal; inactive means no such curve, though single readings can be large or run the other way; further: potency means the concentration at half of the fitted maximal effect; % of control where 0% means no effect
Target sequence (Q99816 whole entry, looked up): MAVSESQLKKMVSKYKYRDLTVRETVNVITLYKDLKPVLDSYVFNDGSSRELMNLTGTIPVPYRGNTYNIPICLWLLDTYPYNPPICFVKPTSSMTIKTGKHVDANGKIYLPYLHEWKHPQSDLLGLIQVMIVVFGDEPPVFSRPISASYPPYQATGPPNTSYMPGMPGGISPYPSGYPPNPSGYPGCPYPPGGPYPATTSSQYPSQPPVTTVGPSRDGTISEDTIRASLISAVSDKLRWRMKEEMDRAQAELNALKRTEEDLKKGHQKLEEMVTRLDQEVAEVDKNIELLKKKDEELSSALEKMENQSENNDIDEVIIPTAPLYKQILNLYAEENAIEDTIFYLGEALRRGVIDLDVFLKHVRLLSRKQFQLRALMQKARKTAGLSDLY
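FP read-out: FITC-PTAP peptide, 50 nM final, binding Tsg101 binding domain, 10 uM final; 20 min, r.t.; 10 mM HEPES pH 7.5, 0.15 M NaCl, 0.01% Tween 20, 3 mM EDTA, 0.1 mM TCEP.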
BRCA1 expr up: qHTS Assay to Identify Small Molecule Activators of BRCA1 Expression; MCF7-BRCA1-FFLuc reporter, luminescence, 48 h; response scale: scaled: vehicle 0%, 10 µM genistein 100%; Potency, µM (series often up to 46.1 µM), for inactives: at the highest dose activation, usual class: activators; 380,000 tested, 1.1% active; further: potency means the concentration at half of the fitted maximal effect; nearly all actives have a fitted effect of over 80% in size; some results filed as inactive show a strong effect at the top dose
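Reporter cells (MCF7, BRCA1 promoter-firefly luciferase) received library compounds across a concentration series for 48 h. End-point luminescence was measured and concentration-effect curves derived after normalization.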
TRPV1 agonist: HTS Assay for Compounds that Act as Agonists of the Vanilloid Receptor 1 | Transient receptor potential cation channel subfamily V member 1 (Homo sapiens), Q8NER1 | TRPV1-expressing cells, Fluo-8 calcium influx, agonist mode | activation, % at 8.33 µM | 320,000 tested, 0.19% active; in the data active means activation above about 80%; inconclusive means between about 30% and that limit; further: 0% is about no effect
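Cells expressing TRPV1 were dye-loaded with Fluo-8 and read kinetically: 10 s baseline, 3 min after compound (agonist portion), then 2 min after EC20 capsaicin (allosteric enhancer portion). Calcium-bound dye fluorescence at 480/520 nm.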
uPA surface inh: qHTS for Inhibitors of Cell Surface uPA Generation | Potency, µM (series often up to 38.3 µM), inactives show at the top dose activity change, negative = inhibition, actives largely listed as inhibitors | 330,000 tested, 0.31% active | cell surface uPA generation assay, qHTS | AID 540303, 2011; active means well fitted inhibition curve with a large enough effect; inconclusive means small, poorly fitted or top-dose-only effect; inactive means no such curve, though single readings can be large or run the other way; tested in mouse RAW 264.7 cells; further: potency means the concentration at half of the fitted maximal effect; on the % scale 0 is the no-effect control and ±100 the full control effect; nearly all actives have a fitted effect of over 55% in size
Starred values were filed as active, the others as inactive; ? = inconclusive; · = no result given; [ ] = dose if it differs, or a comment. Unless noted, the call rests on the fitted dose curve; in most records, active means well fitted curve in the direction sought with a large enough effect; inconclusive means small, poorly fitted or top-dose-only effect, or another doubt; inactive means no such curve, though single readings can be large; an effect the other way counts as inactive or inconclusive. The order is random; 2.6% or so of the library scored in one or more.

SMILES	Eya2 inh	S-ASM inh	B2AR arrestin	p53 reactivation	a7 integrin act	USP2a inh	ELG1 genotox	PTAP TSG101 blk	BRCA1 expr up	TRPV1 agonist	uPA surface inh
Cc1cc(Br)c(NC(=O)COC(=O)C2CC2C)c(Br)c1 (stereo unspecified)	-3.9%	2.0%	-0.9%	-4.9%	-12.6%	2.0%	3.8%	0.3%	10.9%	2.7	-1.7%
O=C(COC(=O)c1ccc2ccccc2n1)c1ccc(F)cc1	-2.8%	-4.2%	0.5%	-3.4%	-26.1%	0.8%	2.1%	-3.8%	3.6%	-1.4	-2.8%
Nc1cccc(Oc2ccc3c(c2)C(=O)NC3=O)c1	4.3%	-1.6%	-0.6%	0.4%	5.6%	-0.2%	11.7%	-1.9%	23.1%	0.8	-0.3%
CCC(SC1=NCCS1)C(=O)Nc1ccc(S(N)(=O)=O)cc1 (stereo unspecified)	-11.7%	0.2%	1.5%	28.8%	19.5%	1.5%	5.6%	4.1%	-19.9%	-3.8	-3.7%
CC(C)CCOCC(=O)Oc1ccccc1C(=O)O	-3.5%	-0.9%	0.2%	-2.7%	13.4%	4.8%	-0.9%	-3.7%	0.7%	1.0	-2.3%
Cc1ccc(-n2c(C(C)n3nc(C)c([N+](=O)[O-])c3C)n[nH]c2=S)cc1 (stereo unspecified)	-4.9%	-1.5%	0.2%	21.2%	0.0%[7.66 µM]	0.6%	1.4%	-2.9%	0.6%	3.1	-2.4%
Cc1ccc(N(CC(=O)NCC2CCCO2)S(C)(=O)=O)cc1Cl (stereo unspecified)	-12.8%	1.2%	-0.5%	-6.8%	19.4%	1.8%	2.3%	-8.3%	-0.4%	-4.1	12.5%
O=C(CCCCC(=O)N1CCN(c2ccccc2)CC1)N1CCN(c2ccccc2)CC1	8.3%	·	-0.5%	3.9%	·	2.1%	-1.4%	·	·	3.7	·
C=C1CCN(C(C)C(=O)O)S(=O)(=O)c2ccccc21 (stereo unspecified)	-2.2%	-8.8%	-0.9%	-1.0%	30.0%	-0.1%	5.2%	-14.5%	8.0%	-3.1	9.0%
CSCCC1NC(=O)N(CC(=O)Nc2c(C(C)C)cccc2C(C)C)C1=O (stereo unspecified)	12.0%	8.2%	0.1%	0.3%	-20.3%	2.0%	-1.4%	-0.4%	-2.6%	-1.4	1.7%

Retrieved one by one from above:
SMILES	Eya2 inh	S-ASM inh	B2AR arrestin	p53 reactivation	a7 integrin act	USP2a inh	ELG1 genotox	PTAP TSG101 blk	BRCA1 expr up	TRPV1 agonist	uPA surface inh
CC(C)CCOCC(=O)Oc1ccccc1C(=O)O	-3.5%	-0.9%	0.2%	-2.7%	13.4%	4.8%	-0.9%	-3.7%	0.7%	1.0	-2.3%
CSCCC1NC(=O)N(CC(=O)Nc2c(C(C)C)cccc2C(C)C)C1=O (stereo unspecified)	12.0%	8.2%	0.1%	0.3%	-20.3%	2.0%	-1.4%	-0.4%	-2.6%	-1.4	1.7%
Cc1cc(Br)c(NC(=O)COC(=O)C2CC2C)c(Br)c1 (stereo unspecified)	-3.9%	2.0%	-0.9%	-4.9%	-12.6%	2.0%	3.8%	0.3%	10.9%	2.7	-1.7%

New compounds follow:
SMILES	Eya2 inh	S-ASM inh	B2AR arrestin	p53 reactivation	a7 integrin act	USP2a inh	ELG1 genotox	PTAP TSG101 blk	BRCA1 expr up	TRPV1 agonist	uPA surface inh
CC(C)N(C(=O)CSc1nc2ccccc2n1Cc1ccccc1)C(C)C	0.8%	-1.7%	-0.8%	-1.6%	8.9%	0.3%	-2.9%	-5.8%	-63.0%	21.4	1.9%
C=CCn1c(=S)[nH]c2nc3c(cc2c1=O)CCCC3	-3.6%	4.5%	0.0%	?	-22.2%	0.1%	16.4µM*	-6.2%	62.8%	28.4	-12.5%
Cc1ccc2c(c1)N(CC(=O)NC(C)CCc1ccccc1)C(=O)c1cccnc1O2 (stereo unspecified)	-16.5%	-3.2%	-0.1%	5.9%	0.9%	0.9%	-9.2%	-0.5%	0.9%	18.6	-2.9%
CC1(C)Cc2nc(N)c(C(=O)NCCO)cc2CO1	-2.7%	19.6%	-1.1%	5.7%	23.8%	-0.1%	-0.3%	-12.4%	18.8%	-0.6	0.3%
CNC(=S)Nc1cc(C(=O)N2CCCC2)ccc1N1CCCC1	-14.7%	5.0%	0.5%	-2.1%	-15.5%	3.9%	-3.1%	-3.3%	2.6%	-3.3	9.2%
COC(=O)[C@]1(CC(C)C)N[C@H](c2ccc(SC3CCCCC3)c(OC)c2)[C@@H]2C(=O)N(C)C(=O)[C@@H]21	-22.9%	-1.2%	-0.1%	7.7%	0.0%	0.8%	-8.9%	-3.2%	-46.1%	?	-7.2%
CCC(CC)C(=O)Nc1ccncc1	-8.4%	·	0.5%	8.6%	·	1.2%	-8.9%	·	·	-1.3	·
O=C(COc1ncnc2ccccc12)NCCc1ccc(F)cc1	-8.5%	1.0%	-0.1%	3.6%	4.6%	0.0%	3.1%	-0.5%	-10.6%	-4.9	-9.4%
COc1ccc(CC(=O)OC(C)CN2CCOCC2)cc1 (stereo unspecified)	-6.0%	2.0%	0.0%	-1.4%	8.0%	0.9%	0.5%	-3.4%	9.7%	-3.3	-1.2%
NNC(=O)c1[nH]c(-c2ccccc2)cc1-c1ccccc1	-5.7%	1.4%	-0.7%	?	-8.6%	-4.2%	-1.7%	-2.1%	-55.3%	-1.3	-10.1%
CC(Sc1nnc(C2CC2)n1C1CC1)C(=O)NCc1cccs1 (stereo unspecified)	15.3%	·	-0.4%	-3.2%	-3.6%	0.9%	0.6%	-3.7%	-4.6%	0.0	-5.9%
C=CCN1c2ccccc2C(=O)C(C)S1(=O)=O (stereo unspecified)	-1.0%	0.3%	-1.3%	-6.4%	-2.1%	1.8%	2.6%	-1.9%	3.8%	·	-14.2%
CN(/C=C/C(=C/C=[N+](C)c1ccccc1)OCCCS(=O)(=O)[O-])c1ccccc1	-14.0%	-7.8%	0.2%	-1.0%	19.6%	10.7%	3.6%	?	-41.6%	0.8	7.1%
CCCCn1c(N)c(N(CC(C)C)C(=O)CN2C(=O)c3ccccc3C2=O)c(=O)[nH]c1=O	0.3%	0.6%	0.2%	0.7%	1.3%	1.4%	-1.0%	-3.2%	3.9%	1.3	2.5%
CN1CCCC1CCNS(=O)(=O)c1ccc(Br)cc1 (stereo unspecified)	-1.5%	2.2%	0.4%	-8.6%	-6.9%	-0.7%	-6.3%	-3.0%	2.1%	-7.8	2.3%
CCCCOC(=O)Nc1sc2nc(C)cc(C)c2c1-n1cccc1	6.9%	4.1%	-0.1%	-11.0%	1.6%	-2.5%	1.1%	-4.3%	-6.6%	-3.7	3.1%
COC(=O)c1ccc(Sc2ccccc2NS(=O)(=O)c2ccc(C)cc2)nc1	?	-6.2%	-0.5%	5.2%	7.0%	-1.1%	1.2%	-7.5%	-34.3%	·	4.3%
Cc1cccnc1NC(=S)Nc1ccc(Br)cc1Cl	-1.8%	-8.0%	?	7.3%	4.6%	6.1%	?	-4.0%	?	-0.4	-9.0%
COc1ccc(/C=N/NC(=S)NCCc2ccccc2)cc1	-9.2%	?	0.1%	-1.4%	11.6%	-9.4%	-2.3%	-9.0%	-19.0%	3.5	2.1%
O=C(CC1C(=O)NCCN1C(=O)Nc1ccccc1)Nc1cc(Cl)ccc1Cl (stereo unspecified)	-3.5%	-5.3%	0.2%	-0.1%	-19.8%	4.4%	-1.1%	-3.8%	0.0%	2.8	4.9%
Cc1[nH]c(=O)[nH]c(=O)c1S(=O)(=O)N1CCN(c2ccccc2F)CC1	0.0%	0.5%	0.0%	-1.4%	?	-1.4%	-1.2%	-2.1%	-0.5%	-3.2	3.3%
COCCNc1nc2ccccc2n2cnnc12	-5.9%	-2.2%	-0.1%	-3.4%	8.9%	-0.3%	0.9%	-4.8%	0.1%	-0.9	-8.7%
Cc1cc(C)cc(NC(=O)Nc2cccc(S(N)(=O)=O)c2)c1	-6.5%	-10.0%	0.2%	-5.2%	3.5%	3.9%	-0.2%	-4.7%	-14.9%	?	1.3%
